MRP1 act – H69AR viability gain despite doxorubicin, primary screen, MRP-1 activator project, H69AR cells, CellTiter-Glo; viability rescue; AID 799, 2007; 140,000 compounds, 0.61% hits; viability increase, % at 10 µM;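 active = viability gain under doxorubicin at or above a set limit, the compound median plus 3 SD, cut at about 4.7% in these data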;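 note: MRP-1 overexpressing cells given doxorubicin 25 µM after compound pretreatment; 18-22 h compound pretreatment then 72 h with doxorubicin before readout; 0% = doxorubicin-only wells and 100% = vehicle-treated cells without doxorubicin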
Yeast growth inh – growth inhibitors of yeast BB579 in restrictive medium, primary screen, yeast lifespan-shortening project, S. cerevisiae | 140,000 compounds, 0.51% hits | inhibition, % at 10 µM | OD615, 48 h;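 active = inhibition above a set limit, 3 SD over the mean compound inhibition, cut at about 44% in these data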; note: inactives centre near -24
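controls = amphotericin B 10 µg/mL, positive | assay system = DeaD yeast strain BB579 | schedule = 48 h compound exposure at 30 °C after 4 h preincubation | detection = OD615 turbidity measurement | medium = restrictive CSMM-D medium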
E-sel TNF inh – E-selectin induction blockers in HUVEC – imaging, immunofluorescence, high content, primary screen | HUVEC TNFa-induced E-selectin immunofluorescence | inhibition, % at 2 µM | 120,000 compounds, 0.71% hits | AID 1246, 2008;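 active = inhibition above the batch mean plus 3 SD, and confirmed as a hit on visual image review, cut at about 43% in these data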;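 note: 0% = TNF-stimulated DMSO wells and 100% = unstimulated control wells; not every result past the cut was called active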
HCT116 PTEN-null – growth suppression of PTEN-null HCT116, primary screen, cell-based, CellTiter-Glo | viability, % at 10 µM | 140,000 compounds, 1.2% hits | HCT116 PTEN-null viability, 60 h; hits give low values;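 active = viability at or below a set limit, 4 SD under the median of all tested compounds, cut at about 3.7% in these data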;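 note: PTEN knockout HCT116 line with beta catenin targeted HCT116 as companion control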
GALR2 blocker – GALR2 antagonists in receptor-expressing cells, primary screen; Galanin receptor type 2 (Homo sapiens), O43603; antagonist mode; inhibition, % at 4 µM; 140,000 compounds, 0.39% hits; AID 828, 2007; in the data active = inhibition above about 27%;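 note: cells stimulated with galanin 1-16 at roughly its EC80; 0% = agonist challenge control and 100% = basal control without agonist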
Target sequence (O43603 whole entry, looked up): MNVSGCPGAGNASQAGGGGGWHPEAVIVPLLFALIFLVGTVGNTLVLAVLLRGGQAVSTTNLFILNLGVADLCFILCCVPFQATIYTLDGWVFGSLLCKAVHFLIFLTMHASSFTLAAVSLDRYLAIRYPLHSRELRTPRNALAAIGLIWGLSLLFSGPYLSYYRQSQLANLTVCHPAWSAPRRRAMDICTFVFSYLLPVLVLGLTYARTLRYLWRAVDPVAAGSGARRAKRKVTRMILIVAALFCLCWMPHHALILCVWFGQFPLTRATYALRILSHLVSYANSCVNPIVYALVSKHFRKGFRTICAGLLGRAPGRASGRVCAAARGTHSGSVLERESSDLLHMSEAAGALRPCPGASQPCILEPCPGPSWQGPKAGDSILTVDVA
HCT116 bCat-KO – primary screen for growth suppressors in beta-catenin knockout HCT116 cells (colon tumor, human). viability, % at 10 µM. 140,000 compounds, 1.5% hits. HCT116 beta-catenin knockout viability, CellTiter-Glo, 60 h; hits give low values;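 active = viability at or under a set limit, the compound median less 4 SD, cut at about 6% in these data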;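 note: 0% = Hyamine 1622 control at 20 µM and 100% = untreated cell control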
Measles CPE – compounds protecting cells from measles virus cytopathic effect, primary screen, measles RdRp inhibitor project, single point, MLSMR library, absorbance | Measles virus-infected cells, CPE protection | protection (pct of control), % at 4 µM | 140,000 compounds, 1.5% hits | AID 841, 2007; in the data active = protection mostly above about 24%, no sharp cut-off; inactive = mostly below about 26%; note: some compounds called inactive have numbers as strong as hits
Yeast life ext – compounds extending yeast replicative lifespan, primary screen, S. cerevisiae, OD615. 130,000 compounds, 0.68% hits. inhibition of the nicotinamide effect, % at 10 µM. S. cerevisiae growth with nicotinamide; deaD strain in restrictive glucose medium;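 active = inhibition above a set limit, placed 3 SD over the median of all compounds, cut at about 26% in these data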;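 note: 0% = nicotinamide-treated wells and 100% = cells grown without nicotinamide; some compounds called inactive have numbers as strong as hits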
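System: DeaD-strain S. cerevisiae / Buffer or medium: CSMM-D, restrictive glucose (dextrose) synthetic minimal medium / Probe or stimulus: nicotinamide, 1.5 mM, co-present with compound / Compound: one concentration, 10 µM, DMSO 0.25% / Incubation: 48 h compound exposure at 30 °C, humidified / Technique: optical density (absorbance) at 615 nm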
Phagocyt inh – inhibitors of macrophage phagocytosis, primary screen, imaging, J774A.1 cells, IgG beads; 110,000 compounds, 0.07% hits; inhibition, % at 5 µM; AID 1029, 2008; J774A.1 macrophage IgG-bead phagocytosis;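 active = inhibition above the mean of the plate negative controls plus 5 SD, cut at about 13% in these data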;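 note: phagocytic index as fraction of beads internalized from green versus red external bead signal; plate controls were DMSO negative control for no effect and cytochalasin-D positive control for full effect; some results beyond the cut were filed as inactive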
NPY-Y2 antag – NPY-Y2 receptor antagonists, primary screen, cell-based; 140,000 compounds, 0.99% hits; inhibition, % at 2.7 µM; Neuropeptide Y receptor type 2 (Homo sapiens), P49146; AID 793, 2007; NPY-Y2 expressing cells, antagonist mode; in the data active = inhibition above about 17%;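 note: 0% = vehicle with agonist challenge and 100% = reference antagonist with challenge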
Target sequence (P49146 whole entry, looked up): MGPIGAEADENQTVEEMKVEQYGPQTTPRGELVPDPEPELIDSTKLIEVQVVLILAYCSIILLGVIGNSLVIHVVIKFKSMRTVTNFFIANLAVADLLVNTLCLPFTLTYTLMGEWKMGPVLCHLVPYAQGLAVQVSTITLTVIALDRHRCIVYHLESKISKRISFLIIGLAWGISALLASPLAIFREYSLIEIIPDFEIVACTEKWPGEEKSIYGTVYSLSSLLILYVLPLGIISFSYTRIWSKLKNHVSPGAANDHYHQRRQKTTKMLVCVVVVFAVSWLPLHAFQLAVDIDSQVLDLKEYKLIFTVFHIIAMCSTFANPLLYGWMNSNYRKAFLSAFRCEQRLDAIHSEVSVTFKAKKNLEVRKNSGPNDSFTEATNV
Active calls of the source: *; · = no result given; & = joins results of further samples; [ ] = another dose, or the depositor's remark. Not a hit list. Share with any hit: about 6.1%.

Compound | MRP1 act | Yeast growth inh | E-sel TNF inh | HCT116 PTEN-null | GALR2 blocker | HCT116 bCat-KO | Measles CPE | Yeast life ext | Phagocyt inh | NPY-Y2 antag
COc1ccc(N=C2S/C(=C\c3ccc(C)o3)C(=O)N2CC(C)C)cc1 | -0.1 | -12 | -47 | 78 | -9 | 82 | 9 | 54 | 0 | 1
Cc1oc(C(C)(C)C)cc1C(=O)Nc1cccc(C(=O)O)c1 | 1.0 | -26 | 14 | 105 | 2 | 102 | 8 | -12 | 0 | 2
C=CCNC(=S)Nc1nc2c(cc1C(=O)OCC)CCCC2 | -0.4 | -39 | · | 91 | 2 | 92 | 8 | 2 | · | 0
CC(=O)N1CCN(c2ccc(NC(=S)NC(=O)c3ccccc3)cc2)CC1 | 1.3 | -20 | · | 87 | -4 | 98 | 16 | 6 | 3 | 0
Cc1nc2ccccc2cc1C(=O)N/N=C/c1cccc([N+](=O)[O-])c1 | -1.4 | -8 | · | 102 | 7 | 92 | 4 | 2 | -6 | 3
O=C(c1ccccc1F)N1CCC(N2CCCCCC2)CC1 | 1.6 | -20 | 28 | 103 | -9 | 90 | 7 | · | · | 2
COc1cccc(/C=N/NC(=O)c2cc3cc([N+](=O)[O-])ccc3s2)c1O | -2.6 | -10 | -27 | 11 | 2 | 11 | 6 | -5 | -2 | 0
COc1cc(S(=O)(=O)NCCOC23CC4CC(CC(C4)C2)C3)c(OC)cc1Cl | 1.7 | -8 | · | 75 | -1 | 81 | 6 | -1 | -1 | 0
O=C(Oc1ccc(Cl)cc1)c1ccc2nccnc2c1 | -0.5 | -32 | 0 | 83 | -2 | 105 | 16 | -14 | 0 | 0
CSc1nc2cc(Cl)ccc2s1 | -0.2 | -51 | · | 105 | 9 | 89 | 5 | -14 | 0 | -2
O=C(Nc1ccc2c(c1)OCO2)c1ccc2nc[nH]c2c1 | -0.7 | -43 | 7 | 104 | 3 | 98 | 4 | -1 | -1 | 1
CC(/C=N/n1c(-c2ccc(Cl)cc2)n[nH]c1=S)=C\c1ccco1 | -1.0 | -11 | 21 | 95 | 8 | 92 | 2 | -5 | -15 | 5
O=C(O)c1ccc(Cl)c(S(=O)(=O)NCC2CCCO2)c1 (centres undefined) | -0.8 | -4 | 1 | 102 | 2 | 97 | 6 | -5 | -2 | 2
CCOC(=O)N1CCN(CCC(=O)Nc2cccc(Br)c2)CC1 | -0.9&-0.7 | -28&-44 | -33&22 | 101&104 | 4&-2 | 112&99 | 10&23 | 21&-4 | 0&1 | 1&2
COc1cc(NC(=O)CN2CCN(c3ccccc3F)CC2)cc(OC)c1 | -3.8 | -35 | 1 | 102 | 10 | 97 | 2 | -7 | -4 | 3
O=c1c2c3c(sc2n(CCN2CCOCC2)c(=O)n1Cc1ccco1)CCCCC3 | -3.2 | -34 | · | 86 | -5 | 77 | 4 | -4 | -1 | 6
Cc1nc2c3cc(Cl)ccc3n(CCN3CCCCC3)c2s1 | -2.2 | -59 | 1 | 25 | -2 | 21 | 5 | -8 | 3 | 33*
COc1ccc(C(=O)NCC(=O)OCC(=O)N2CCN(S(=O)(=O)c3ccccc3)CC2)cc1 | -1.0 | -21 | · | 96 | 1 | 87 | 9 | 7 | -2 | 3
CCOC(=O)c1ccc(NC(=O)COC)cc1 | 0.0 | -35 | -3 | 86 | 14 | 93 | 3 | -16 | 2 | 2
Cc1cccc(NC(=S)NCc2ccco2)c1C | -3.7 | 3 | · | 81 | -2 | 74 | 11 | -4 | -10 | 1
CCCCCCCCc1nnc(NC(=O)c2ccco2)s1 | -1.5 | -41 | -19 | 92 | 1 | 95 | 9 | -9 | 2 | 3
Cc1ccc(C(C)C)c(OCc2nnc3n2CCCCC3)c1 | -2.5 | -16 | -1 | 85 | -3 | 87 | 11 | -5 | -1 | 5
CCOC(=O)N1CCN(Cc2c(F)cccc2F)CC1 | -1.1 | -10 | 2 | 100 | 3 | 98 | 20 | 0 | 0 | 1
CC(SCC(=O)NC(C)C1CC2CCC1C2)C(=O)O (centres undefined) | 0.2 | 10 | · | 104 | 10 | 98 | 11 | -3 | 4 | 1
CCN1CCCC1CNC(=O)C(NC(=O)C1CCC(C)CC1)C(C)C (centres undefined) | -4.1 | -22 | · | 95 | 0 | 82 | 18 | -10 | 1 | -2
CCCNC(=O)c1cc2nc(-c3ccccc3)cc(C(F)(F)F)n2n1 | 1.0 | -20 | 8 | 95 | 10 | 92 | 19 | · | · | 6
C=CCN(CC=C)C(=O)C1CCC(C(=O)N(CC=C)CC=C)CC1 (centres undefined) | -0.1 | -8 | -24 | 92 | 6 | 97 | 6 | 1 | 0 | 0
O=C1CCCc2nc(N3CCN(c4ccccc4)CC3)ncc21 | 1.4 | -28 | 15 | 92 | -5 | 96 | 33 | -11 | -1 | 3
CN(c1nc2ccccc2n2c(-c3ccco3)nnc12)S(=O)(=O)c1ccccc1 | -0.3 | -18 | · | 96 | 3 | 100 | 7 | -3 | 15*[artifact] | 4
CCN1C2=NCCCN2c2cc(C)c(C)cc21 | -0.8 | -10 | 9 | 75 | -4 | 74 | 21 | -8 | 0 | 6
Cc1ccccc1NC(=O)c1ccc(N/N=C/c2ccccc2O)c([N+](=O)[O-])c1 | -5.9 | -37 | -19 | 33 | 2 | 45 | 6 | -2 | -2 | 1
Cc1cc(C)c(C#N)c(Oc2ccccc2)n1 | -0.6 | 10 | 2 | 83 | -2 | 87 | 12 | -28 | · | 3
CCc1cc2ccccc2nc1SCC(=O)Nc1cc(C)on1 | -1.5 | -28 | 5 | 87 | 11 | 87 | 6 | 1 | 1 | 8
CCOC(=O)Cc1csc(NS(=O)(=O)c2ccc(F)cc2)n1 | 0.0 | -57 | 16 | 90 | -14 | 110 | 1 | -9 | 2 | -1
O=C(/C=C/c1ccc(S(=O)(=O)NCc2ccco2)cc1)NCc1ccccc1Cl | -3.6 | -33 | 31 | 69 | 13 | 77 | 6 | 0 | -9 | 7
Cn1ncc(Cl)c1C(=O)Nc1cccc(Cl)c1 | -5.5 | 33 | 0 | 94 | -4 | 87 | 12 | · | · | 1
CC1CC(C)CN(S(=O)(=O)c2ccc(C(=O)NCc3ccc4c(c3)OCO4)cc2)C1 (centres undefined) | 2.1 | -2 | · | 82 | 0 | 71 | 31 | -19 | 0 | -2
CC1CCCCN1C(=O)c1ccc(COc2ccc([N+](=O)[O-])cc2)o1 (centres undefined) | -0.6 | -62 | -1 | 63 | -6 | 85 | 11 | 19 | 2 | 8
O=C(CSc1nn(-c2ccc(F)cc2)c(=S)s1)N1CCN(C(=O)c2ccco2)CC1 | -4.3 | -39 | -36 | 90 | 9 | 86 | 13 | -8 | 0 | 7
CC1CCC/C(=N/NC(=O)c2ccccc2-n2cccc2)C1 (centres undefined) | -1.8 | -9 | 5 | 109 | 9 | 99 | 23 | 2 | -2 | 2
Cc1ccc(-c2cc(-c3ccccc3)c3c(N)c(S(C)(=O)=O)sc3n2)cc1 | 0.7 | -31 | 6 | 102 | 11 | 104 | 8 | -11 | 3 | -1
Cc1ccnc(NC(=O)C2(c3cccs3)CCOCC2)c1 | 0.4 | 3 | · | 96 | 3 | 91 | 3 | -1 | -8 | -1
CCCCSc1nnc([C@@H](NC(=O)OC(C)(C)C)C(C)C)o1 | 0.4 | 3 | -9 | 85 | -7 | 77 | 14 | 4 | -1 | 6
COCCCNC(=O)CCn1c(=O)c2ccccc2n(CC(=O)Nc2c(C)cccc2C)c1=O | -0.5 | -46 | -15 | 106 | 0 | 92 | 13 | -2 | -2 | 4
Cc1ccc(NC(=O)CSc2n[nH]c(-c3ccncc3)n2)cc1 | -1.1 | -56 | 14 | 107 | -4 | 109 | 8 | -10 | 2 | 3
CN1C(=O)CC(N2CCN(Cc3ccc(Cl)cc3)CC2)C1=O (centres undefined) | -0.1 | -31 | -11 | 97 | 0 | 107 | 11 | -8 | 0 | 0
O=C(c1cccc([N+](=O)[O-])c1)N1CCOCC1 | -1.4 | -9 | · | 97 | 4 | 97 | 22 | 3 | -15 | 0
O=C1C2CC=C(Cl)CC2C(=O)N1c1ncn[nH]1 (centres undefined) | -0.5 | -33 | 29 | 99 | -5 | 100 | 8 | -2 | · | 4
CCOC(=O)C1(P(=O)(c2ccc(Cl)cc2)c2ccc(Cl)cc2)CCC1 | -1.5 | -25 | -2 | 76 | 9 | 76 | 11 | 9 | 1 | 27*
CN1CCN(C(=O)C2CCCCC2C(=O)O)CC1 (centres undefined) | -1.0 | 36 | · | 71 | 3 | 111 | 2 | -12 | 0 | 3
CN1C2=C(C#N)C(c3ccccc3)(C(F)(F)F)NC(=O)N2c2ccccc21 (centres undefined) | -1.0 | -18 | -36 | 84 | -2 | 93 | 0 | -11 | 1 | 0
CN(C(=O)C1CCOC1)c1nnc(C2CCOC2)s1 (centres undefined) | 0.3 | 19 | 4 | 87 | 2 | 77 | 1 | -12 | -1 | 3
O=c1ccn(Cc2ccc(F)cc2)c2ccnc(C(F)(F)F)c12 | -2.5 | -13 | · | 86 | 13 | 88 | 12 | 2 | -2 | 1
O=C1OC(Nc2ccc(Br)cn2)c2ccccc21 (centres undefined) | -2.3 | -24 | · | 103 | 3 | 97 | 11 | -2 | -2 | 0
COc1ccc(CCNC(=O)COC(=O)c2ccc(Br)o2)cc1 | 0.2 | -22 | -3 | 99 | -5 | 97 | 10 | -10 | -1 | 6
O=C(NC(=S)N1CCN(C/C=C/c2ccccc2)CC1)c1c(F)cccc1F | -1.7 | -43 | · | 104 | 6 | 101 | 4 | 13 | -4 | 1
NC1=NC2(CCCCCC2)n2c(nc3ccccc32)N1 | -2.9 | -50 | -4 | 80 | -1 | 82 | 9 | 6 | · | 3
CCOC(=O)c1cccc2c(=O)c(C(=O)c3ccc(Cl)cc3)c(C(=O)OC)[nH]c12 | -0.6 | -12 | · | 102 | 4 | 102 | 16 | 7 | -4 | 1
CCOC(=O)C(NCc1ccccc1OC)(NC(=O)CC)C(F)(F)F (centres undefined) | -1.0 | -25 | -17 | 88 | 1 | 82 | 5 | -1 | · | 2
Cc1c(Cl)cccc1NC(=O)CSc1nnc(C)n1-c1ccccc1 | -1.6 | -19 | 11 | 92 | 2 | 101 | 2 | -9 | -1 | 3

Bioassay records from PubChem.
